Source: PubChem BioAssay
TROY signal inh – inhibitors of TROY-driven NF-kB signaling, primary screen, Q293 LMP1-TROYcd cells, NF-kB luciferase, uHTS; inhibition, % at 10 µM; Q293 LMP1-TROYcd NF-kB luciferase reporter, 4 h; hit rate 0.98% among 360,000;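 active = compounds whose plate-normalised and pattern-corrected inhibition of the luciferase reporter signal at the single screening dose is 50% or more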
SRC1 inh – SRC1 coactivator transcriptional activity inhibitors, primary screen, cell-based, luminescence; HEK293 GAL4-SRC1 luciferase reporter; inhibition, % at 3.6 µM; hit rate 0.12% among 360,000; AID 588354, 2011;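 active = inhibition above the campaign mean plus 3 SD, with each screening campaign given its own cutoff, cut at about 60% in these data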;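 note: 0% = DMSO treated cells and 100% = gossypol at 36 µM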
LRH-1 inv ag – LRH-1 (NR5A2) inverse agonists, primary screen, cell-based, luminescence, HEK293T, StAR-luciferase reporter | Nuclear receptor subfamily 5 group A member 2 (Homo sapiens), O00482 | hit rate 0.13% among 360,000 | inhibition, % at 3.6 µM | LRH-1 transfected, 24 h;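 active = inhibition above the mean inhibition of all tested compounds plus 3 SD, cut at about 73% in these data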;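 note: 0% = DMSO wells and 100% = reporter-only cells lacking LRH-1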
Target sequence (O00482 whole entry, looked up): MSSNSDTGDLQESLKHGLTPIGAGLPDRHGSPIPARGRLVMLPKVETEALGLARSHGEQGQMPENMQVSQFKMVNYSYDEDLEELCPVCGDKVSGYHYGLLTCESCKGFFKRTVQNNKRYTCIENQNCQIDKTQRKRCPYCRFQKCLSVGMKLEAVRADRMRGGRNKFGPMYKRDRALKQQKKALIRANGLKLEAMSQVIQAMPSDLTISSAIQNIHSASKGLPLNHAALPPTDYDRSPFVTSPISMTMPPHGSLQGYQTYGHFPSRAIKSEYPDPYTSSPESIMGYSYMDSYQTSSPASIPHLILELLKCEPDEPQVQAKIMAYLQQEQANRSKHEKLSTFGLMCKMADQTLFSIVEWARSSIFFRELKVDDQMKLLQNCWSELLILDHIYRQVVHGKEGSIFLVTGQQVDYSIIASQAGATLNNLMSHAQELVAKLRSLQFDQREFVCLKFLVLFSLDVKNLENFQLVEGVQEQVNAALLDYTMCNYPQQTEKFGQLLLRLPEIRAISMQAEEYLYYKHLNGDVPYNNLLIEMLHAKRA
NCOA3 inh – SRC3 coactivator transcriptional activity inhibitors, primary screen, cell-based, luminescence; inhibition, % at 3.6 µM; Nuclear receptor coactivator 3 (Homo sapiens), Q9Y6Q9; HEK293 GAL4-SRC3 luciferase reporter; AID 588352, 2011; hit rate 0.17% among 360,000;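 active = inhibition above a per-campaign cutoff, the mean of all compounds plus 3 SD, cut at about 60% in these data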;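 note: 0% = DMSO-treated cells and 100% = gossypol-treated cells at 36 µM; higher means less SRC3-driven luciferase light from the GAL4 reporter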
Shn3 inh set2 – reduction of Shn3 3'UTR firefly luciferase signal, primary screen, Schnurri-3 inhibitor project, cell-based, Clone20 osteoblasts, set 2 | inhibition, % at 12.5 µM | hit rate 0.52% among 360,000 | Clone20 osteoblast Shn3 3'UTR firefly luciferase, 24 h;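 active = mean inhibition of at least 75% with every replicate also reaching 75%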;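 note: 0% = median of neutral control wells and 100% = pilot-screen positive control compound; some compounds past the cut are filed as inactive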
TWEAK Fn14 block – inhibitors of TWEAK-Fn14 signaling, primary screen, luciferase reporter cells, uHTS; TWEAK-stimulated Fn14 reporter cells, luciferase luminescence, 8 h; inhibition, % at 10 µM; hit rate 2% among 360,000; in the data active = inhibition above about 50%
CF NFkB block – inhibitors of PAF-induced NF-kB signaling, primary screen, cell-based, GFP fluorescence, uHTS. inhibition, % at 5 µM. KKLEB NF-kB-GFP reporter, GFP fluorescence overnight. hit rate 0.86% among 360,000;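 active = at least 50% inhibition at 5 µM, scaled per plate between neutral and stimulator controls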;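 note: PAF is a Pseudomonas aeruginosa culture filtrate used as stimulus; plate controls were PAF-stimulated DMSO wells for no effect and unstimulated DMSO wells for full effect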
KKLEB cytotox – cytotoxicity in KKLEB CF airway cells, primary screen, cytotoxicity control for CF NF-kB inhibitor project, cell-based, uHTS, fluorescence assay plates | KKLEB CF airway cells viability, ATPlite luminescence, overnight; stronger effect = lower value; cells stimulated with P. aeruginosa culture filtrate | activity change (cytotoxicity), % at 5 µM | hit rate 0.36% among 360,000 | AID 602141, 2011;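 active = corrected activity change at or below -50% at 5 µM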
C8 TRAIL sens – viability loss with TRAIL in NB7+C8 cells, primary screen, TRAIL sensitizer project, cell-based, ATPlite luminescence; inhibition (viability loss, TRAIL sensitization), % at 10 µM; hit rate 1% among 360,000; AID 624354, 2012;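 active = compounds causing at least 50% loss of cell viability in the single-dose screen, relative to plate controls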
EBV LMP1 NFkB – EBV LMP1-driven NF-kappaB luciferase reporter inhibitors, primary screen, cell-based, luminescence, single point | LMP1-induced NF-kappaB luciferase reporter cells | inhibition, % at 12.5 µM | hit rate 0.69% among 350,000 | AID 504558, 2011; in the data active = inhibition above about 41%;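 note: 0% = neutral control wells and 100% = reference inhibitor control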
NR2F2 inh – NR2F2 transcriptional activity inhibitors, primary screen, cell-based, luciferase reporter, HEK293T, luminescence. COUP transcription factor 2 (Homo sapiens), P24468. HEK293T NGFI-A luciferase reporter. AID 686940, 2013. inhibition, % at 8.6 µM. hit rate 0.7% among 370,000;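 active = inhibition above a per-plate cutoff, mean inhibition of test wells between control levels plus 3 SD, cut at about 38% in these data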;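 note: cells cotransfected with COUP-TFII expression vector driving the NGFI-A reporter; 0% = median of COUP-TF2 test wells and 100% = reporter-only cells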
Target sequence (P24468 whole entry, looked up): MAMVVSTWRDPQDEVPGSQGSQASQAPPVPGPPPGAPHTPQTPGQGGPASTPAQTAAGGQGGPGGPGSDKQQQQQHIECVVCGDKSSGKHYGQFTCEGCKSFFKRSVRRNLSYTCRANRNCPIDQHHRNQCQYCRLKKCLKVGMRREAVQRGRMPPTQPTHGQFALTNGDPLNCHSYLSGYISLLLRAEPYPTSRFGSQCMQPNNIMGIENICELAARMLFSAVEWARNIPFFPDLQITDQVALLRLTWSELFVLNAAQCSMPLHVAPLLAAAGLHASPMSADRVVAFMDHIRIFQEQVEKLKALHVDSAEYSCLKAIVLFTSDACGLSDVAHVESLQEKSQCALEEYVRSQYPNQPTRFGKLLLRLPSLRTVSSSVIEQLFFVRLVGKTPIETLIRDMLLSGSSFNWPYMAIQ
The depositor's hits bear a star; . = no result given. This is a subset; rates above refer to the full screens.

SMILES	TROY signal inh	SRC1 inh	LRH-1 inv ag	NCOA3 inh	Shn3 inh set2	TWEAK Fn14 block	CF NFkB block	KKLEB cytotox	C8 TRAIL sens	EBV LMP1 NFkB	NR2F2 inh
Cc1cc(C)c(OCC(=O)Nc2ccc(N3CCOCC3)cc2)c(Br)c1	-6.7	-21.0	2.1	17.3	18.9	8.0	8.2	-27.3	3.5	11.9	-8.3
CC(Cl)C(=O)NNC(=O)CNS(=O)(=O)c1ccccc1 (stereo unspecified)	0.9	-8.8	2.6	22.5	-6.8	-5.6	8.1	6.8	-12.2	-19.2	-27.2
CNc1c(NS(=O)(=O)c2ccc(CC(C)C)cc2)c(=O)oc2ccccc12	-2.6	4.3	-31.4	-1.1	-2.6	-19.9	-0.3	5.8	3.5	-2.6	9.0
O=C(NNC(=O)C1CC(=O)N(Cc2ccccc2)C1)c1ccc(F)cc1 (stereo unspecified)	-25.2	5.9	-2.3	8.5	-1.3	8.1	9.0	1.2	-4.1	9.6	-4.6
O=C(c1coc(=O)c(Br)c1)N1CCC(C(O)(c2ccccc2)c2ccccc2)CC1	-17.9	-17.8	-18.1	13.7	-27.9	23.4	-7.9	-1.4	-3.5	-3.2	-7.9
CCN(CC)S(=O)(=O)c1cccc(S(=O)(=O)c2cccc(S(=O)(=O)N(CC)CC)c2)c1	12.9	22.0	13.8	13.3	25.0	18.4	-4.6	2.7	11.2	-5.0	20.4
CC(O)CNc1ccc(-c2nn(C)c(=O)c3ccccc23)cc1[N+](=O)[O-] (stereo unspecified)	4.5	-15.5	24.4	0.1	-16.6	-12.1	-12.9	-7.6	-21.0	5.1	-26.5
CCN1C(=O)/C(=C/C=C2\N(CC)c3cc(S(=O)(=O)N(C)C)ccc3N2c2ccccc2)SC1=S	-0.7	-2.2	-7.8	-4.1	17.2	-35.9	9.8	-16.6	12.9	14.9	2.0
Cc1ccc(C(=O)C2C(c3cccs3)NC(=O)NC2(O)C(F)(F)F)cc1 (stereo unspecified)	2.7	-5.1	12.5	3.5	8.7	-8.7	-2.8	5.6	-0.9	-11.5	12.6
CCC1=NN(C(=O)COc2ccccc2)C(O)(c2ccc(Br)cc2)C1 (stereo unspecified)	-24.7	-4.1	10.2	19.3	-5.4	-7.2	-14.8	10.7	28.1	-19.1	5.2
Cc1ccc(NC(=O)c2ccn(C)n2)c(Br)c1	-15.3	-73.2	-125.5	-100.7	-57.2	32.3	-23.1	8.1	41.3	5.7	-35.0
Nc1c(C(=O)CSc2n[nH]c(-c3ccccc3Br)n2)c(=O)[nH]c(=O)n1C1CC1	-10.4	-31.9	22.8	10.1	-5.0	3.9	-15.0	12.6	-6.0	0.8	-4.8
CN(C)C(=O)N1CCN(C(=O)c2ccccc2Sc2ccccc2C#N)CC1	-11.3	-0.4	2.3	10.5	5.9	-1.0	-1.3	-10.5	-3.2	5.1	-2.0
C=CCn1c(SCC(=O)Nc2nc(C)cs2)nnc1C(C)NC(=O)c1ccccc1Cl (stereo unspecified)	-0.7	10.1	-3.1	-18.1	-20.5	-9.3	-8.4	1.6	-16.1	21.0	-12.6
O=C(C[C@@H]1C/C=C\C[C@H](Cc2ccc(F)cc2)C(=O)OC[C@@H](c2ccccc2)NC1=O)NCCO	-15.1	-1.2	9.2	24.4	-6.7	5.5	4.1	-11.2	-5.0	-16.6	-22.3
O=C(NCc1ccco1)c1cccc(-c2cncc3nccn23)c1	1.0	1.3	-3.8	-4.9	-21.9	28.0	6.2	-1.6	0.8	.	-15.7
O=S(=O)(c1ccc(-c2csc(-c3cccnc3)n2)cc1)N1CCOCC1	-2.5	6.4	-10.4	24.5	0.8	18.2	-6.0	9.0	-9.2	-0.6	20.7
C=CCOC(=O)C1=C(C)NC(SCC(N)=O)=C(C#N)C1c1cccs1 (stereo unspecified)	7.6	18.6	-11.9	15.1	14.7	-14.8	1.0	-15.2	8.9	-0.9	8.2
CCCCCn1c(=O)[nH]c2cc(C(=O)NCc3ccc4c(c3)OCO4)ccc2c1=O	0.1	4.8	-5.1	0.7	-7.1	-13.8	6.2	-10.5	42.5	-5.8	0.4
O=C(c1cc2c(=O)n3ccccc3nc2s1)N1CCN(Cc2ccccc2)CC1	-8.8	2.5	-9.0	3.7	-3.8	3.7	3.0	8.8	-12.1	4.5	-13.6
O=C(Nc1ccccc1Br)C1CCCN1S(=O)(=O)c1cccc2nsnc12 (stereo unspecified)	-4.9	-0.6	2.5	13.2	14.7	6.5	11.7	-5.1	-8.5	3.9	15.7
O=C(Oc1ccccc1)c1ccccc1C(=O)Oc1ccccc1	-19.9	-7.6	5.2	20.7	-19.5	2.7	-2.5	11.0	3.0	-2.4	1.8
CCN(C(=O)c1ccccc1F)c1nc(-c2ccc(OC)cc2)cs1	-50.2	-60.3	-56.5	-76.0	-60.3	-30.8	9.1	-10.1	6.9	-72.8	-22.2
Cc1cc(N2CCOCC2)c2c(N)c(C)cc(C)c2n1	-9.2	24.1	-10.2	19.2	-6.8	-25.6	15.5	-7.1	-11.3	11.8	20.8
O=C(CNC(=O)c1ccccc1)OCc1nnc(-c2ccc(Cl)cc2)o1	-41.9	-36.7	-4.9	-10.4	-4.1	-11.6	-13.6	13.1	-1.7	-0.3	13.4
O=C(Cn1cc(C(F)(F)F)cc(Cl)c1=O)NCCc1ccccc1	5.7	-34.9	-0.9	-27.8	96.2*	12.9	11.3	16.2	-13.6	-9.6	-4.8
COc1ccc(CC(=O)Nc2ccc(N3CCCC3)c(C)c2)cc1	-2.0	-12.7	-3.4	-20.4	-5.4	36.4	-8.1	-3.7	7.7	-0.8	3.1
COc1ccc(NC(=O)Cc2cccs2)cc1S(=O)(=O)N1CCCCC1	2.5	-9.7	-11.6	-16.5	12.9	-13.5	7.4	-10.3	-1.0	5.5	6.6
CC(C)[C@H](NC(=O)c1ccccc1Cl)C(=O)Nc1ccc(S(=O)(=O)Nc2nccs2)cc1	8.4	-5.0	-8.8	-13.6	-0.9	5.4	-8.4	7.1	5.6	-5.6	0.6
Cc1cc(=O)[nH]c(SCCCOc2ccccc2Cl)n1	10.4	3.3	4.5	5.7	-11.2	6.8	0.8	-0.7	-7.1	-14.2	-5.2

3 records drawn at random from those above, as already listed:
SMILES	TROY signal inh	SRC1 inh	LRH-1 inv ag	NCOA3 inh	Shn3 inh set2	TWEAK Fn14 block	CF NFkB block	KKLEB cytotox	C8 TRAIL sens	EBV LMP1 NFkB	NR2F2 inh
Cc1cc(=O)[nH]c(SCCCOc2ccccc2Cl)n1	10.4	3.3	4.5	5.7	-11.2	6.8	0.8	-0.7	-7.1	-14.2	-5.2
O=C(NCc1ccco1)c1cccc(-c2cncc3nccn23)c1	1.0	1.3	-3.8	-4.9	-21.9	28.0	6.2	-1.6	0.8	.	-15.7
O=C(c1cc2c(=O)n3ccccc3nc2s1)N1CCN(Cc2ccccc2)CC1	-8.8	2.5	-9.0	3.7	-3.8	3.7	3.0	8.8	-12.1	4.5	-13.6

Carrying on.
SMILES	TROY signal inh	SRC1 inh	LRH-1 inv ag	NCOA3 inh	Shn3 inh set2	TWEAK Fn14 block	CF NFkB block	KKLEB cytotox	C8 TRAIL sens	EBV LMP1 NFkB	NR2F2 inh
CCCNC(=O)C(=O)N/N=C/c1ccc(OCc2ccccc2)cc1	-42.4	18.5	21.9	1.8	-4.7	-14.5	6.3	-12.3	-0.3	0.1	-2.7
COC(=O)c1cn[nH]c1NC(=S)Nc1ccccc1C	-30.4	-60.7	-47.2	-81.4	-54.6	-12.0	7.7	-20.0	-6.9	-11.1	-54.8
COc1cccc(CN2CC(C(=O)NCc3cccc(Cl)c3)CCC2=O)c1 (stereo unspecified)	-11.2	-9.5	14.3	14.1	-3.0	-1.4	-9.7	-6.0	0.8	-0.1	-8.8
Cc1ccc(-n2nc3c(=O)n(CCCC(=O)NCc4ccc(F)cc4)nc(C)c3c2C)cc1	21.8	10.7	-13.4	-1.0	-17.3	7.3	6.6	4.1	10.7	3.5	2.4
NC(=O)CSCc1c(Cl)cccc1Cl	1.4	4.9	-6.6	14.2	-1.5	-9.1	-20.0	4.6	19.3	13.2	6.3
Fc1ccc(CN2CCN(c3ncccn3)CC2)cc1	-1.1	-8.3	15.7	3.3	-9.2	-0.6	18.2	-7.8	3.7	0.8	7.2
COc1ccc(NC(=O)c2nn(C34CC5CC(CC(C5)C3)C4)cc2[N+](=O)[O-])cc1	-1.4	7.2	-1.8	21.9	-5.1	-7.5	-8.2	4.1	0.5	7.9	7.5
COc1ccc(/C=N/NC(=O)c2ccncc2)c(C(=O)O)c1OC	16.5	-14.0	-7.2	3.8	-12.2	15.3	6.5	11.8	-8.2	-3.6	8.5
O=C(O)C1CCCN1C(=O)c1cncc(Br)c1 (stereo unspecified)	12.5	-8.6	3.5	-5.5	8.0	10.2	0.6	-2.7	-1.1	-1.7	9.0
O=C(CN1CCN(c2ccc(C(F)(F)F)cn2)CC1)NCc1ccc2c(c1)OCO2	1.8	2.2	9.7	13.4	2.0	1.5	7.8	-7.3	13.9	5.5	13.6
CC(C)(C)[C@H]1COC(=O)CC/C=C\C[C@@H](CC(=O)N[C@H](CO)Cc2ccccc2)C(=O)N1	-14.3	9.0	-16.5	-15.1	-1.1	0.5	-15.1	9.6	4.2	-6.0	-10.5
CCCCOc1ccccc1NC(=O)C=C(C)C	-2.7	10.2	-5.4	-3.0	28.8	-0.2	6.3	14.6	-27.1	-5.6	6.0
CCOC(=O)N1CCN(C(=O)CSc2ncnc3ccccc23)CC1	-13.5	-15.9	-0.3	-7.8	-2.4	7.6	-0.3	4.0	-0.5	-7.6	6.5
COC(=O)C1=C(C)C(c2ccc(OC)cc2)NC(=O)N1 (stereo unspecified)	-5.9	-18.5	-15.4	8.6	-10.3	18.4	2.5	6.6	-1.1	12.1	-8.6
Cc1nc(SC2CC(=O)N(c3ccccc3)C2=O)n[nH]1 (stereo unspecified)	9.2	9.1	-5.8	-8.1	-13.8	0.8	2.3	8.4	1.5	-1.0	-7.3
O=C(Nc1cccs1)NC1CCCC1	4.1	-19.0	-3.5	-16.5	-2.5	9.1	-0.6	-12.9	-20.5	-1.6	-7.8
COc1ccccc1C(=O)Nc1nnc(S(=O)(=O)N(C)Cc2ccccc2)s1	11.8	-12.3	6.0	-13.3	-27.4	-0.3	-11.5	5.0	-24.2	-8.0	-0.9
CN(C)C=NC(=O)/C(C#N)=C1\CCc2ccccc2N1	3.1	21.1	18.7	-4.6	-0.3	23.6	-6.3	3.2	-5.8	-4.7	20.0
CCOc1ccccc1N1CCN(C(=O)c2ccc3nc(N)sc3c2)CC1	-5.1	-22.9	4.8	-2.2	16.7	-6.4	-4.0	5.8	-3.2	-0.3	3.6
c1coc(CSSCc2ccco2)c1	-2.1	1.5	6.9	-5.0	-1.6	31.2	49.9	-12.1	20.5	-3.2	-8.3
